E coli Lon inh: inhibitors of E. coli Lon protease, primary screen, biochemical, fluorescence polarization | purified E. coli Lon protease | P0A9M0 | inhibition, % at 7.94 µM | 360,000 tested, 0.42% active; in the data active = inhibition above about 13%, passing the limit was not always enough;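 note: 0% = enzyme with probe and DMSO and 100% = no enzyme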
CendR NRP1 mod: modulators of CendR peptide binding to NRP-1, primary screen, biochemical, fluorescence polarization, uHTS | Neuropilin-1 (Homo sapiens), O14786 | FAM-RPARPAR peptide binding to NRP-1 | inhibition, % at 25 µM | 360,000 tested, 0.85% active | AID 602438, 2012;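 active = inhibition or corrected inhibition above about 18%, plus a signal ratio from 0.5 to 1.5, limit read from the data, passing the limit was not always enough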; note: strong numbers were not always called active
Target sequence (O14786 whole entry, looked up): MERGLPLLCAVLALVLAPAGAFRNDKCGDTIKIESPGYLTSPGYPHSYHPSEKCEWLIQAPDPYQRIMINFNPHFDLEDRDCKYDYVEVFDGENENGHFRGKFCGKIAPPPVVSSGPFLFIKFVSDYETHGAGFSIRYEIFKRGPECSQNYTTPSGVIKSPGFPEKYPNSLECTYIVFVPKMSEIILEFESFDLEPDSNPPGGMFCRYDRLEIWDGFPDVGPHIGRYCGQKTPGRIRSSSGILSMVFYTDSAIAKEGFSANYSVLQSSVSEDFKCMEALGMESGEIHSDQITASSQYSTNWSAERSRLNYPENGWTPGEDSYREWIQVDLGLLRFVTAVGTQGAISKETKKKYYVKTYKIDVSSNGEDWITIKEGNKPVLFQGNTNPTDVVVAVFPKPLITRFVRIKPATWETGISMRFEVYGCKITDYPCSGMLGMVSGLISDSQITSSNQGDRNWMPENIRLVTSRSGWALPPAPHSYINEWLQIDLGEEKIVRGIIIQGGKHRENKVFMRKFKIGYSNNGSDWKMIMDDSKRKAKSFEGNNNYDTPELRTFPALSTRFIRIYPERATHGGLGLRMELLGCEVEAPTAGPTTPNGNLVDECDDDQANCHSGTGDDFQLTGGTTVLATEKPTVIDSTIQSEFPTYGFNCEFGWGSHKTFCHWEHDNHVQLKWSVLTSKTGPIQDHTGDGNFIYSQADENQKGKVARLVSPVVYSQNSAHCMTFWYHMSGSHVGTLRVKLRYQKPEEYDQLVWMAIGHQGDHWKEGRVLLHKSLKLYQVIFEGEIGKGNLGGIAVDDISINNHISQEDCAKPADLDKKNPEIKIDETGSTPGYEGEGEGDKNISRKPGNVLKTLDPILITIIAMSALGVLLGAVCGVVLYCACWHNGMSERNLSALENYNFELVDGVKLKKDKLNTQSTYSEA
FAS-TE inh: FAS thioesterase domain inhibitors, primary screen, biochemical, fluorescence intensity, uHTS | recombinant FAS-TE, OMFH fluorogenic substrate, fluorescence endpoint | Fatty acid synthase (Homo sapiens), P49327 | inhibition, % at 15 µM | 360,000 tested, 0.67% active;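 active = compounds whose normalised, plate-corrected inhibition of enzyme fluorescence in the single-dose primary screen is 50% or more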;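 note: 0% = DMSO with enzyme and 100% = substrate without enzyme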
Rin1 Abl inh: inhibitors of Rin1-Abl protein binding, primary screen, biochemical, TR-FRET. AID 588664, 2011. 360,000 tested, 0.4% active. Tyrosine-protein kinase ABL1 (Homo sapiens) + Ras and Rab interactor 1 (Homo sapiens), …. inhibition, % at 7.35 µM; in the data active = inhibition above about 5%, passing the limit was not always enough
Neddylation inh: inhibitors of cullin neddylation, primary screen, biochemical, TR-FRET, uHTS, NAE and Ubc12; NEDD8-conjugating enzyme Ubc12 (Homo sapiens) + NEDD8-activating enzyme E1 regulatory …; calls only at 25 µM; 360,000 tested, 0.58% active; AID 651699, 2012; in the data active = inhibition above about 36%
PABP1 MLLE inh: inhibitors of PABP1 MLLE–PAM2 peptide binding, primary screen, biochemical, fluorescence polarization, FITC-PAM2, GST-MLLE; inhibition, % at 20 µM; 360,000 tested, 0.36% active; AID 588489, 2011; in the data active = inhibition above about 35%, passing the limit was not always enough;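 note: plate controls were DMSO wells with GST-MLLE for no effect and wells lacking GST-MLLE protein for full effect; some results filed as inactive read as strong as hits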
MsrA act: bovine MsrA enzyme activators, primary screen, biochemical, absorbance, HTS; purified bovine MsrA, absorbance read-out; activation, % at 10.6 µM; 360,000 tested, 0.3% active; in the data active = activation above about 7.5%;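 note: 0% = vehicle and 100% = reference activator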
SKN-1 block: suppressors of acrylamide-induced Pgst-4::GFP reporter in worms, primary screen, SKN-1 inhibitor project, whole organism, uHTS, GFP/RFP fluorescence ratio, strain VP596 | AID 624304, 2012 | 360,000 tested, 0.49% active | C. elegans VP596 Pgst-4::GFP/RFP ratio, 24 h | inhibition, % at 21.8 µM;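 active = interference check ratio from 0.5 to 1.5 plus GFP to RFP signal ratio inhibition reaching or exceeding a fixed threshold, cut at about 30% in these data, passing the limit was not always enough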; note: some compounds called inactive have numbers as strong as hits
MT1-MMP act inh: blockers of MT1-MMP proenzyme processing, primary screen, HT1080 RFP-PRO-GFP cells, GFP/RFP fluorescence. AID 651647, 2012. GFP/RFP ratio change, % at 20 µM. 360,000 tested, 0.061% active. GFP/RFP ratio fluorescence, overnight; percent of plate control window, DMSO zero;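 active = GFP/RFP ratio change of at least 30% with cell ATP level not reduced by more than half and red fluorescence within 50% of control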; note: strong numbers were not always called active
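Material: RFP-PRO-GFP reporter HT1080 cells. Dosing: single-point 20 µM compound, 1% DMSO. Controls: DMSO and RFP-L50D-GFP cell wells. Timing: cells overnight before dosing, compound overnight, 37 °C, 5% CO2. Measure: GFP/RFP fluorescence ratio.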
* = called active by the depositor; i = inactive; . = not tested or not shown.

SMILES | E coli Lon inh | CendR NRP1 mod | FAS-TE inh | Rin1 Abl inh | Neddylation inh | PABP1 MLLE inh | MsrA act | SKN-1 block | MT1-MMP act inh
COCCN(C(=O)COC(=O)CCc1nc2ccccc2s1)c1c(N)n(Cc2ccccc2)c(=O)[nH]c1=O | -20 | 3 | -5 | -1 | i | -7 | -2 | 20 | -1
O=C(NN1CCOCC1)c1cc(-c2ccccc2)nc2ccccc12 | -8 | -9 | -8 | -2 | i | 1 | -2 | -2 | 4
O=C(C1CC1)N1CCc2cc(S(=O)(=O)N3CCN(c4ccccc4)CC3)ccc21 | 0 | 7 | 12 | -1 | i | -10 | 0 | 21 | 1
O=C(CSc1nncc2ccccc12)Nc1cccc(C(=O)O)c1 | -6 | -11 | -8 | 1 | i | 26 | -2 | 0 | -1
COc1cccc(CNC(=O)Cc2ccc(-n3c(=O)[nH]c4ccccc4c3=O)cc2)c1 | -5 | 2 | -10 | 2 | i | -6 | -3 | 2 | 4
O=C(COc1ccccc1)N1CCN(S(=O)(=O)c2cccc([N+](=O)[O-])c2)CC1 | -2 | 7 | -1 | 0 | i | 5 | -1 | 2 | -3
CC(C)(C)n1nnnc1C(c1ccccc1)N1CCN(c2ccccc2)CC1 (configuration not stated) | -2 | -7 | 6 | . | i | . | -12 | 16 | 2
COc1cc(C(=S)N(C)C)ccc1O | -13 | -3 | -11 | -1 | i | 26 | -3 | 6 | 3
CCCCNC(=O)C(=O)Nc1ccc2c(c1)N(S(=O)(=O)c1cccs1)CCC2 | 8 | -8 | 19 | -2 | i | -11 | 0 | 12 | 13
COc1ccc(NC(=O)N(C)C[C@@H]2OCc3cnnn3CCCC(=O)N([C@H](C)CO)C[C@@H]2C)cc1 | 4 | 6 | -8 | 1 | i | -6 | -9 | -17 | 4
Cc1onc(-c2c(F)cccc2Cl)c1C(=O)NC1CC1 | 2 | 17 | -9 | 2 | i | -8 | -2 | 10 | 2
COc1ccc(C(=O)/C=C(\C)Nc2ccc3c(c2)OCO3)cc1 | 2 | 16 | 14 | 0 | i | 22 | 4 | 8 | -8
CC1(C)c2[nH]c3ccccc3c2C[C@@H]2C(=O)N(c3ccc(F)cc3F)C(=O)N21 | 1 | 5 | 4 | -3 | i | 6 | -2 | -18 | 0
COc1ccc(Cl)cc1NC(=O)CSc1nnc(CNC(=O)c2cccs2)o1 | -5 | 13 | -2 | 1 | i | 4 | -3 | -8 | 1
O=C1/C(=C/c2cccs2)NC(=S)N1C1CC1 | -6 | -6 | -5 | -2 | i | -43 | -4 | 4 | 1
CCCNC(=O)c1ccc(COc2ccc(CCC)cc2OC)o1 | -7 | 14 | 1 | -1 | i | 8 | 0 | -6 | -1
C/C=C/C(=O)Nc1cccc(C2=NOC3(C2)C[C@@H](C(N)=O)N(C(=O)C(c2ccccc2)c2ccccc2)C3)c1 (some centres not stated) | 3 | 11 | -5 | 0 | i | -4 | -2 | 20 | 1
N#Cc1ccc(COC(=O)c2cnc3ccccc3n2)cc1 | 9 | 6 | 3 | 0 | i | -17 | -4 | 15 | 3
O=C(O)Cc1csc(NC(=O)c2ccco2)n1 | 2 | -14 | -9 | -1 | i | 6 | -10 | -13 | 1
O=Cc1cccc(OC(=O)Nc2ccccc2)c1 | 7 | 10 | -6 | 3 | i | -1 | -4 | 8 | 0
COc1ccc(NC(=O)CCCNC(=O)c2ccc(Cl)cc2)cc1OC | 13 | -1 | -5 | 3 | i | -15 | -5 | 0 | -2
CCCCCCCCCCCC(=O)NC(C(=O)O)C(O)c1ccccc1 (configuration not stated) | -17 | -10 | -1 | 5 | i | 15 | -4 | 11 | 3
CC(C)c1nnc(SCC(=O)N2CCc3ccccc32)n1N | 10 | 2 | -4 | -3 | i | 23 | -2 | 16 | 0
CCN(Cc1ccccc1)C(=O)CSc1n[nH]c(N)n1 | 3 | 16 | -9 | 3 | i | 7 | -3 | -17 | 6
O=C(CNCc1ccccc1Cl)Nc1ccc(C(=O)N2CCCCC2)cc1 | -3 | 9 | 1 | 3 | i | -1 | -3 | -7 | 4
NC(=S)Nn1c(-c2ccccc2)nc2ccccc2c1=O | -12 | 0 | -5 | 2 | i | 26 | -13 | -4 | 6
COC(=O)c1ccc(OC)c(CSc2nnc(-c3ccc(C)cc3)o2)c1 | 9 | -5 | 0 | -5 | i | -2 | -5 | 0 | 0
CCn1cc([N+](=O)[O-])c(C(=O)Nc2nc3ccc(OC)cc3s2)n1 | 6 | 8 | -3 | -1 | i | 3 | -3 | 9 | 0
NC(=O)c1cc(NC(=O)COC(=O)CCCN2C(=O)c3cccc4cccc(c34)C2=O)cc(C(N)=O)c1 | 3 | -3 | 1 | -5 | i | 6 | -9 | -4 | -5
CN(C)c1ccc(-c2n[nH]c(=S)n2-c2ccccc2)cc1 | 0 | -2 | -2 | 1 | i | -3 | 2 | -6 | 2

4 compounds from above, showing only SKN-1 block and CendR NRP1 mod.
SMILES	SKN-1 block	CendR NRP1 mod
N#Cc1ccc(COC(=O)c2cnc3ccccc3n2)cc1	15	6
O=C(O)Cc1csc(NC(=O)c2ccco2)n1	-13	-14
O=Cc1cccc(OC(=O)Nc2ccccc2)c1	8	10
COc1ccc(NC(=O)CCCNC(=O)c2ccc(Cl)cc2)cc1OC	0	-1

A few values from the results shown.
Value for COCCN(C(=O)COC(=O)CCc1nc2ccccc2s1)c1c(N)n(Cc2ccccc2)c(=O)[nH]c1=O in E coli Lon inh: -20
Value for COC(=O)c1ccc(OC)c(CSc2nnc(-c3ccc(C)cc3)o2)c1 in CendR NRP1 mod: -5

The list goes on.
SMILES | E coli Lon inh | CendR NRP1 mod | FAS-TE inh | Rin1 Abl inh | Neddylation inh | PABP1 MLLE inh | MsrA act | SKN-1 block | MT1-MMP act inh
O=C(c1ccco1)N1CCN(C(=O)c2ccc(CS(=O)c3cccc(Cl)c3)o2)CC1 (configuration not stated) | -4 | 1 | -3 | -4 | i | 5 | -2 | 1 | 0
Cc1ccc(NCCC(=O)c2cccc([N+](=O)[O-])c2)cc1 | 1 | 12 | 45 | -1 | i | 22 | 0 | 32 | 7
COc1ccc(CNC(=O)C(C)c2ccc([N+](=O)[O-])cc2)cc1 (configuration not stated) | 3 | -5 | 16 | -2 | i | 11 | -4 | -13 | 1
Cc1nn2c(N3CCOCC3)cc(C(C)(C)C)nc2c1-c1ccc(Cl)cc1 | -3 | -3 | 10 | 0 | i | 9 | -1 | 10 | 4
O=C(CN1C(=O)C(c2ccc(F)cc2)=NC12CCCC2)Nc1ccc(F)cc1 | -7 | -5 | 1 | 0 | i | 8 | -6 | 11 | 4
O=C(CNC(=O)OCc1ccccc1)NC1CCCCCC1 | -6 | 16 | -6 | 0 | i | 9 | -2 | 3 | -3
C=CCNC(=O)CN1CCC(O)(c2ccccc2)CC1 | -2 | 0 | -11 | 2 | i | -4 | -5 | 3 | 1
N#CC1(NC(=O)COC(=O)c2nccnc2N)CCCCC1 | 2 | -6 | -9 | 1 | . | -12 | -4 | -2 | -3
Cc1cccc(CNC(=O)CCn2ccc3cc(S(=O)(=O)N4CCCC4)ccc32)c1 | -1 | 8 | 7 | -1 | i | 8 | -3 | 32 | -2
Cn1c(=O)c2c(ncn2CC(=O)N2CCc3ccccc3C2)n(C)c1=O | -1 | 12 | 4 | 2 | i | 2 | 0 | 9 | 2
COc1ccc(CCNC(=O)C2CCCN(S(=O)(=O)N3CC(C)CC(C)C3)C2)cc1OC (configuration not stated) | 14 | 1 | -5 | 2 | i | 2 | 0 | 10 | 2
CC(C)c1nc(N2CCOCC2)c(C#N)c2c1CCCC2 | -3 | -3 | 14 | -2 | i | 1 | -3 | -5 | -7
O=C(NCCCn1ccnc1)c1cc2nc(-c3ccc(Br)cc3)cc(C(F)(F)F)n2n1 | -6 | 8 | -21 | 1 | i | -7 | -1 | 18 | 5
c1ccc2c(CNc3ccc(CNc4ncn[nH]4)cc3)cccc2c1 | -7 | 32* | -37 | -3 | i | -8 | 0 | -1 | 2
C=CCNC(=O)COC(=O)COc1ccc(Cl)cc1C | -7 | 1 | -11 | 1 | i | 8 | -10 | 4 | 9
COC(=O)/C=c1/s/c(=C(\C#N)C(=O)NCc2ccco2)n(-c2ccccc2)c1=O | -12 | -21 | -3 | 1 | i | -34 | -1 | -9 | 9
O=C(Nc1ccc2c(c1)OCO2)c1cnccn1 | 8 | 9 | -6 | 2 | i | 5 | -5 | 3 | 0
O=C1CC2(CCCCC2)Oc2ccccc21 | -7 | 6 | -7 | 1 | i | -6 | -2 | 7 | 1
CCN(CC(=O)Nc1ccc(N2CCOCC2)cc1)CC(=O)NC(C)(C)C | 2 | 10 | -8 | 2 | i | -3 | -1 | -8 | 2
CC(=O)Nc1ccc(NC(=O)CSc2ccc(C)cc2)cc1 | -11 | 0 | -3 | 1 | i | 6 | -13 | -22 | 3
Cc1ccc2c(CNCc3ccco3)cc(=O)oc2c1 | -6 | 1 | -2 | -3 | i | -8 | -3 | 22 | -10
COc1ccc(/C=C2\NC(=O)C(C=NCc3ccccc3)=C2O)cc1 | -5 | 1 | -6 | 2 | i | -2 | -3 | -1 | 4
CCCCCOc1ccccc1C(=O)NCCCC(=O)O | -1 | 12 | -15 | 1 | i | -8 | -13 | -8 | 1
CN(C)CCNC(=O)C(=O)Nc1cc2c3c(c1)CCC(=O)N3CCC2 | -1 | -12 | -7 | -4 | i | -3 | -2 | 12 | 1
CC(=O)N(Cc1ccc(Br)cc1)c1ccccc1C(=O)O | -6 | 0 | -1 | 1 | i | 7 | -2 | -7 | 2
CC(CN1CCC(n2nccc2NC(=O)C2CCCC2)CC1)c1ccccc1 (configuration not stated) | -10 | 6 | -5 | 0 | i | -3 | 1 | 18 | -4
COc1ccc2c(C)c(C(=O)N3CCN(Cc4ccccc4)CC3)oc2c1 | 4 | 4 | 10 | -1 | i | 5 | -8 | -7 | -2
COc1ccc(-n2nc(C(=O)NCC(=O)N3CCCCCC3)c3ccccc3c2=O)c(OC)c1 | -1 | -4 | 0 | 2 | i | 0 | -1 | 4 | 1
CCOC(=O)c1c(NC(=S)Nc2ccc(Cl)cc2)sc(C)c1C | 1 | 3 | 0 | 2 | i | 33 | -7 | 7 | 5
O=S(=O)(Oc1ccccc1C(=S)N1CCOCC1)c1ccc(Cl)cc1 | 7 | 11 | 10 | -4 | i | 45* | -6 | -2 | 3
Cc1nc([N+](=O)[O-])c(N2CCN(C)CC2)n1Cc1ccccc1 | 3 | 8 | -10 | 4 | i | -14 | -10 | -21 | -2
CC(C)CN(C(=O)CSc1nnc(-c2cccs2)n1N)c1c(N)n(Cc2ccccc2)c(=O)[nH]c1=O | 2 | -11 | -3 | 1 | i | 0 | -2 | 1 | 0
Cc1cc(-c2ccccc2)nc(N(C)NC(=O)c2c(F)cccc2F)c1S(C)(=O)=O | 7 | -7 | 17 | -2 | i | -10 | -6 | -9 | -5
Cc1cc(C(=O)COc2cc(F)ccc2[N+](=O)[O-])c(C)n1CC1CCCO1 (configuration not stated) | 5 | 3 | 6 | 3 | i | -6 | -11 | 0 | -5
CCNc1nc(NCC)nc(Oc2ccc(N)cc2)n1 | -12 | -2 | -10 | 0 | i | 3 | 5 | -11 | -1

Source: PubChem BioAssay (several laboratories)
